Screening data (PubChem BioAssay)
MT stabilizer = microtubule stabilization, imaging screen | HeLa tubulin immunostaining HCS, 24 h; share of cells brighter than vehicle mean+2SD | % tubulin-high responders, % at 10 µM | 200,000 tested, 0.83% active | AID 2205;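 active means plate Z-score above 3 for both tubulin-high and condensed-nucleus cell shares, with cell loss under 80%, at 10 µM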;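 further: anti alpha tubulin signal scored within the nucleus-defined area of each cell; some results filed as inactive read as strong as hits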
human PMI inhibition = MPI enzyme activity inhibition – biochemical, fluorescence intensity, coupled assay, primary screen (AID 1209) | purified PMI enzyme, coupled fluorescence intensity; higher % means a stronger effect | inhibition, % at 20 µM, or IC50 in µM where a hit was titrated | 190,000 tested, 0.42% active; in the data active means inhibition above about 50%;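 further: plate controls were DMSO vehicle for no effect and wells lacking substrate for full effect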
Ins promoter up = MIN6 insulin promoter up-regulation; 190,000 tested, 0.3% active; z-score at 5 µM; MIN6 insulin promoter-GFP reporter, high-content imaging; hits give high values; AID 1625;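 active means z-score above 3 at 5 µM with at least 500 cells counted in the well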
Myeloid diff 2 = myeloid differentiation induction | ER-HoxA9 myeloid progenitors, lysozyme-GFP differentiation, flow cytometry | calls only at 10 µM | 360,000 tested, 1% active;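 active means normalized GFP-positive differentiation at or above the plate's own cutoff, the solvent-only control mean plus 3 SD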;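 further: cells exposed to compound for four days before flow analysis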
Dynein cargo inh = dynein cargo transport inhibition; 3617.4 mouse cells, GR-EGFP nuclear translocation imaging; test concentration mostly 20 µM; stimulated with dexamethasone, 1 µM; hits give low values; z-score, hits read low; 220,000 tested, 0.47% active; AID 1381;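 active means plate z-score of nuclear minus cytoplasmic receptor signal below a set negative limit, without overly bright fluorescence or cell loss, cut at about -3.5 in these data, passing the limit was not always enough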;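 further: z-score of nuclear minus cytoplasmic ring GR-EGFP intensity difference per well; some compounds called inactive have numbers as strong as hits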
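Schedule: 48 h induction, then 1 h compound, then 30 min agonist, 37 °C. Buffer or medium: tetracycline-free induction medium containing charcoal-stripped FBS. Reagent: 1.0 µM final dexamethasone stimulus. Evaluation: nuclear versus cytoplasmic GR-EGFP signal, averaged per well. Signal: high-content fluorescence imaging after fixation.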
bCat nuc transl = modulators of beta-catenin nuclear translocation | AID 1665 | nuclear translocation activity, % at 5 µM | HeLa beta-catenin nuclear translocation, immunofluorescence imaging | 190,000 tested, 0.3% active;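 active means nuclear translocation activity above 50% at 5 µM, with a well cell count of 50 or more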;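 further: per-cell ratio of nuclear to cytoplasmic median beta-catenin stain intensity; plate controls were DMSO negative control for no effect and GSK-3 inhibitor IX positive control for full effect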
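assay system = human HeLa cells, endogenous beta-catenin | times = compound treatment 24 h, 37°C, 5% CO2 | detection = Anti-beta-catenin immunofluorescence on PFA-fixed, Triton-permeabilized cells, DAPI nuclei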
Lipid droplet = modulators of hepatic lipid droplet formation. inhibition, % at 6.5 µM. AML12 mouse hepatocytes, oleate lipid droplets, BODIPY imaging. 240,000 tested, 0.4% active. AID 1656;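 active means lipid droplet intensity inhibited by at least 50%, with more than 500 cells counted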
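Technique: fluorescence imaging, 20x objective, two fields per well / Assay system: AML12 hepatocytes (mouse) / Measure: % inhibition of lipid droplet signal / Doses: 6.5 µM single-point dosing / Incubation: overnight exposure / Reagent: 100 µM oleic acid challenge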
TNAP activation fold = stimulation of alkaline phosphatase TNAP activity – biochemical, luminescent, no phosphate acceptor, uHTS, primary screen (AID 1001). purified TNAP, luminescent activation assay, no phosphate acceptor; higher activation fold means a stronger effect. activation fold at 20 µM; hits with a dose series show EC50 in µM. 200,000 tested, 0.03% active; in the data active means activation fold from about 3, or a potency from the dose series; inactive means the rest, 99 in 100 with activation fold below about 1.6; further: many of its hits are not listed in these tables
T cell HTS = T cell immune modulation candidate; 2C CD8+ T cell-vesicle binding, flow cytometry; hits give low values; calls only at 7 µM; 330,000 tested, 0.068% active;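 active means response, share of CD8 T cells binding vesicles, and their 90th percentile fluorescence all below set limits, cut at about 80% in these data, passing the limit was not always enough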
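Incubation: binding step 1.5 h, 37 °C, antibody labelling 20 min, ice; system: murine 2C transgenic CD8+ T lymphocytes; technique: cytometric PE anti-B7-1 and Alexa647 anti-CD8 signals after 1% paraformaldehyde fixation; also added: QL9-charged Drosophila Ld/ICAM-1/B7-1 vesicles; control set: naked versus QL9-loaded vesicles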
Dynein cargo inh cytoplasmic EGFP = also measured in Dynein cargo inh; calls as there; z-score; measured here: cytoplasmic GR-EGFP intensity; hits give high values
Dynein cargo inh nuclear GR-EGFP = second read-out of Dynein cargo inh, no call of its own (marks repeat the call); z-score; measured here: nuclear GR-EGFP intensity;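 lower value marks the stronger effect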
Dynein cargo inh cell count = further read-out of Dynein cargo inh, marked with its call; z-score; measured here: cell count per field
Ins promoter up cell count = also measured in Ins promoter up; calls as there; cell count; measured here: cytotoxicity, nuclei count;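 total cells summed across four imaged fields per well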
Lipid droplet cells 6.5 µM = also measured in Lipid droplet; calls as there; cell count; measured here: cell count, cytotoxicity flag;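 cells counted across two imaged fields per well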
bCat nuc transl cell count 5 µM = also measured in bCat nuc transl; calls as there; cell count; measured here: cell count, cytotoxicity flag
T cell HTS vesicle-bound % = recorded beside T cell HTS, whose call it bears; double positive events, %; measured here: CD8+ vesicle-bound cell fraction;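 binding gate set so that unloaded-vesicle control wells show 10% double positive cells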
MT stabilizer Hoechst-high % = second read-out of MT stabilizer, no call of its own (marks repeat the call); % Hoechst-high responders; measured here: nuclear condensation Hoechst responders;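 share of cells brighter than vehicle mean plus two SD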
MT stabilizer cytotoxicity % = recorded beside MT stabilizer, whose call it bears; toxicity, %; measured here: cytotoxicity by cell density;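 0% = mean cell density of plate MIN control wells and 100% = no cells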
Myeloid diff 2 GFP+ MAC1+ % = also measured in Myeloid diff 2; calls as there; GFP+ MAC1+ double positive, %; measured here: differentiation confirmed by MAC1 staining
* marks the source's active call; other numbers are inactive results; i = inactive; . = not tested or not shown.

Values run as follows: MT stabilizer, MT stabilizer Hoechst-high %, MT stabilizer cytotoxicity %, human PMI inhibition, Ins promoter up, Ins promoter up cell count, Myeloid diff 2, Myeloid diff 2 GFP+ MAC1+ %, Dynein cargo inh, Dynein cargo inh cytoplasmic EGFP, Dynein cargo inh nuclear GR-EGFP, Dynein cargo inh cell count, bCat nuc transl, bCat nuc transl cell count 5 µM, Lipid droplet, Lipid droplet cells 6.5 µM, TNAP activation fold, T cell HTS, T cell HTS vesicle-bound %
1) Cc1ccccc1NC(=O)C(c1ccccc1)C1CCCC1 (stereo not drawn)
→ 2.5, 2.4, 6.6, 5%, ., ., i, 1.0, 0.62, -0.27, 0.069, 1.2, -1.1, 904, -25, 480, 1.1, i, 50
2) CC(C)CC(NC(=O)C1CCCN1C(=O)OC(C)(C)C)C(=O)NCC(N)=O (stereo not drawn)
→ 2.2, 1.7, 9.6, 3%, -0.61, 1226, i, 1.1, -0.43, 1.2, 0.14, 0.89, -2.7, 1252, 8, 780, 1.1, ., .
3) Cc1nc2cc(NS(=O)(=O)c3c(C)c(C)cc(C)c3C)ccc2s1
→ 4.6, 1.6, 3.6, 7%, ., ., i, 2.9, 0.77, -0.24, 0.045, -1.6, 0.3, 1092, -9, 686, 1.1, i, 48
4) O=C1CCC(CCC(=O)N2CCCC(C(=O)c3cccc(C(F)(F)F)c3)C2)=NN1 (stereo not drawn)
→ 3.5, 1.9, 3.2, 7%, ., ., i, 0.5, -0.29, -0.32, -0.055, 0.5, 0.0, 971, -3, 716, 1.1, i, 56
5) CCN1C(=O)/C(=C/N(C)c2ccccc2)OC1=S
→ 2.8, 2.6, 1.5, 0%, 0.76, 1580, i, 8.0, -0.97, -0.26, -0.65, 0.87, -0.3, 1096, 0, 628, 1.1, i, 40
6) CC(NC(=O)Nc1ccc(Cl)c(Cl)c1)C(c1ccccc1)N1CCOCC1 (stereo not drawn)
→ 2.0, 1.5, 5.1, 30%, 0.08, 1578, i, 0.8, 0.027, -0.27, 0.057, -0.21, -2.0, 1203, -12, 641, 1.7, i, 60
7) CCOC(=O)N/C(N)=N/c1nc2ccccc2s1
→ 6.0, 3.3, 2.1, 4%, 0.52, 847, i, 0.7, 0.65, -0.31, 0.49, -0.15, -4.3, 1175, -12, 755, 1, i, 20
8) Cc1ccc(C(=O)N/C(=C/C=C/c2ccccc2)C(=O)NCc2ccco2)cc1
→ 1.6, 1.6, 12, 12%, 0.43, 1589, i, 1.7, -0.3, -0.1, -0.25, 0.11, -1.9, 1327, ., ., 1, i, 56
9) Cc1cc(C)c2cc(CN(Cc3nnnn3C3CCCCC3)CC3CCCO3)c(=O)[nH]c2c1 (stereo not drawn)
→ 2.8, 1.5, 15, 16%, -0.34, 1248, i, 6.5, -0.51, -0.27, -0.29, -0.1, -3.0, 1144, -10, 691, 1.1, i, 29
10) O=C(O)c1cc(-c2ccccc2)nc2nc(N3CCCCC3)sc12
→ 5.2, 3.2, 7.2, -3%, 0.59, 1600, ., ., 0.3, -0.37, 0.77, -0.33, -7.9, 1137, -2, 667, 1.2, i, 57
11) Cc1cc(C(=O)NCc2ccccc2)no1
→ 2.1, 2.1, 5.8, 3%, -0.22, 1595, i, 1.1, 0.39, -0.22, 0.17, 0.22, 1.8, 1324, ., ., 1.1, i, 12
12) O=C(Nc1nnc(-c2ccc3c(c2)CCCC3)o1)c1c(F)cccc1F
→ 3.1, 2.2, 9.4, -28%, 0.08, 1025, i, 0.1, -1.1, -0.18, -0.44, 0.91, -0.8, 1066, 6, 712, 1, i, 33
13) COc1cc(OC)cc(-c2nc(-c3ccccc3OC)no2)c1
→ 2.8, 2.1, 6.7, 4%, ., ., i, 0.7, 0.29, -0.25, 0.058, 0.19, -2.2, 1141, -5, 683, 1.1, i, 21
14) Cc1cc(C)cc(NC(=O)N2CCCN(c3c(Cl)cncc3Cl)CC2)c1
→ ., ., ., ., -0.83, 1514, i, 0.2, -0.82, -0.23, -0.49, 0.72, -1.7, 1104, -2, 747, ., i, 35
15) Cc1nc2scc(-c3cccs3)c2c(=O)[nH]1
→ 3.2, 1.9, 7.1, 14%, 0.78, 908, i, 0.9, -0.26, -0.26, 0.46, 0.76, -0.4, 1098, -2, 758, 1, i, 20
16) Cc1cc(C(=O)N(NC(=O)C(C)C)c2ccccc2)cs1
→ 3.2, 1.2, 6.0, -3%, -0.69, 1215, i, 0.2, 0.55, -0.25, 0.46, -0.34, -2.3, 1077, 11, 730, 1.1, i, 30
17) COc1ccc(-n2ccnc2SCC(=O)NCc2ccc3c(c2)OCO3)cc1
→ 3.1, 1.3, 5.5, 2%, 0.89, 1207, i, 0.4, 0.019, -0.2, 0.086, -0.42, 2.1, 1218, -2, 696, 1, i, 47
18) O=C(Nc1ccccc1C(=O)N1CCCCC1)c1cccc(S(=O)(=O)N2CCOCC2)c1
→ 3.6, 1.9, 6.5, 1%, 1.1, 1077, i, 1.5, -0.9, 0.21, 0.066, 0.6, -1.3, 1009, -2, 651, 1.1, i, 35
19) CCOC(=O)N1CCN(c2c(NCc3ccccn3)c(=O)c2=O)CC1
→ 6.8, 3.3, 4.5, -3%, -0.86, 995, i, 2.9, -0.82, -0.24, -0.29, 0.86, ., ., ., ., 1, i, 32
20) COc1ccccc1-c1c(C)nn2c(N3CCC(C)CC3)cc(C)nc12
→ ., ., ., ., 0.08, 1071, i, 0.2, -0.13, -0.14, 0.47, -1.1, 0.0, 1324, 9, 688, ., i, 45

21	O=C1c2nccnc2C(=O)N1c1ccc(C(F)(F)F)cc1
22	Cn1c(=O)c2c(ncn2CC(=O)N2CCCc3ccccc32)n(C)c1=O
23	CCOC(=O)c1ccc(NC(=O)CCNc2c(N3CCCC3)c(=O)c2=O)cc1
24	c1ccc(-n2nnnc2SCc2cn3cccnc3n2)cc1
25	CCOC(=O)c1cnc2c(c(C)nn2C)c1Oc1cc(Cl)cc(Cl)c1
26	N#C/C(=C\c1ccc(OCc2cccc(C(=O)O)c2)cc1)C(=O)NCc1ccco1
Compound | 21 | 22 | 23 | 24 | 25 | 26
MT stabilizer | 7.2 | 2.6 | 1.9 | 4.5 | . | .
MT stabilizer Hoechst-high % | 2.7 | 1.8 | 1.7 | 2.0 | . | .
MT stabilizer cytotoxicity % | 1.4 | 14 | 21 | 6.6 | . | .
human PMI inhibition | -11% | -2% | -7% | 14% | . | .
Ins promoter up | -0.14 | 2.1 | 0.27 | 1.2 | -0.07 | 0.17
Ins promoter up cell count | 1251 | 1330 | 1141 | 1568 | 1360 | 1110
Myeloid diff 2 | i | i | i | i | i | i
Myeloid diff 2 GFP+ MAC1+ % | 0.4 | 1.2 | 0.9 | 2.5 | 0.9 | 0.3
Dynein cargo inh | -0.79 | -1.1 | -0.37 | 0.032 | -0.031 | -0.16
Dynein cargo inh cytoplasmic EGFP | -0.33 | -0.32 | -0.24 | 0.18 | -0.27 | -0.18
Dynein cargo inh nuclear GR-EGFP | -0.12 | -0.24 | -0.27 | -0.048 | -0.31 | 0.036
Dynein cargo inh cell count | 0.53 | 0.3 | 1.2 | -0.11 | 0.55 | -0.26
bCat nuc transl | -1.7 | 0.3 | -1.0 | -1.4 | 0.7 | 0.4
bCat nuc transl cell count 5 µM | 1091 | 718 | 987 | 1023 | 1366 | 1335
Lipid droplet | -19 | . | -2 | -8 | -3 | 1
Lipid droplet cells 6.5 µM | 669 | . | 792 | 630 | 706 | 767
TNAP activation fold | 1.1 | 1 | 1 | 1.1 | . | .
T cell HTS | i | i | i | i | i | i
T cell HTS vesicle-bound % | 25 | 59 | 32 | 32 | 52 | 6

Shown bar-delimited: 2 of the compounds above
No. | SMILES | MT stabilizer | MT stabilizer Hoechst-high % | MT stabilizer cytotoxicity % | human PMI inhibition | Ins promoter up | Ins promoter up cell count | Myeloid diff 2 | Myeloid diff 2 GFP+ MAC1+ % | Dynein cargo inh | Dynein cargo inh cytoplasmic EGFP | Dynein cargo inh nuclear GR-EGFP | Dynein cargo inh cell count | bCat nuc transl | bCat nuc transl cell count 5 µM | Lipid droplet | Lipid droplet cells 6.5 µM | TNAP activation fold | T cell HTS | T cell HTS vesicle-bound %
21 | O=C1c2nccnc2C(=O)N1c1ccc(C(F)(F)F)cc1 | 7.2 | 2.7 | 1.4 | -11% | -0.14 | 1251 | i | 0.4 | -0.79 | -0.33 | -0.12 | 0.53 | -1.7 | 1091 | -19 | 669 | 1.1 | i | 25
26 | N#C/C(=C\c1ccc(OCc2cccc(C(=O)O)c2)cc1)C(=O)NCc1ccco1 | . | . | . | . | 0.17 | 1110 | i | 0.3 | -0.16 | -0.18 | 0.036 | -0.26 | 0.4 | 1335 | 1 | 767 | . | i | 6
